aGlu spleen mod = inhibitors or activators of human alpha-glucosidase in spleen homogenate. P10253. human spleen homogenate, 4-MU-alpha-glucoside fluorescence. Potency, µM (series often up to 79.9 µM), for inactives: at the top dose activity change, negative = inhibition, most hits filed as inhibitors. 0.006% of 240,000 active. AID 2112;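 note: 0% = enzyme with vehicle and -100% = no enzyme basal signal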
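Human spleen homogenate (1 ug) incubated with compounds and 1 mM 4-methylumbelliferyl-alpha-D-glucopyranoside in pH 5.0 citrate/phosphate buffer, 37 C, 40 min. Stopped at pH 10; 4-MU fluorescence (Ex 365/Em 440 nm); AC50 by Hill fit.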
GAA inhib = inhibitors of human lysosomal alpha-glucosidase. AID 1466. purified human GAA, 4-MU-alpha-glucoside fluorescence. P10253. 0.005% of 200,000 active. Potency, µM (top dose mostly 76.9 µM), inactives show at the highest dose activity change, negative = inhibition, actives largely listed as inhibitors;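 note: plate controls were uninhibited enzyme wells for no effect and no-enzyme background for full effect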
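Activity normalized between no-enzyme (basal) and enzyme-only wells. Conditions: 4 nM human enzyme, 400 uM fluorogenic substrate, citrate/phosphate pH 5.0 with Tween-20, 20 min room temperature, compounds up to 77 uM.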
L3MBTL1 block = blocks human L3MBTL1. AlphaScreen L3MBTL1–H3K9me1 peptide binding. Potency, µM (titrated, usually from 57.1 µM), for the others: at the top dose activity, negative = inhibition, most hits filed as inhibitors. AID 485360. 0.66% of 230,000 active; note: nearly all actives have a fitted effect of over 60% in size
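L3MBTL1 (50 nM) pre-complexed 30 min with biotinylated H3(1-15)K9me1 peptide (75 nM), then compounds added for 30 min at room temperature; AlphaScreen streptavidin donor/nickel chelate acceptor beads (10 ug/mL final) read after 30 min dark incubation.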
TR SRC2 fluor cs = Texas Red fluorescence interference in TRb-SRC2 counter-screen; TRb/SRC2 Texas Red total fluorescence interference; Potency, µM (titrated, usually from 106 µM), for the others: top-dose fluorescence change, negative = quenching; AID 1479; 0.29% of 280,000 active; active = well fitted curve in either direction with a large enough effect; inconclusive = small, poorly fitted or top-dose-only effect
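Human TRb ligand-binding domain at 0.6 uM with 20 nM Texas Red SRC2 peptide in Tris buffer containing 1 uM T3 and 5% DMSO, incubated with compound 5 h at ambient temperature. Total fluorescence (555/632 nm) calculated as parallel + 2 × perpendicular.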
GAA glycogen = alters human alpha-glucosidase cleavage of glycogen. P10253. 0.38% of 300,000 active. recombinant GAA, glycogen substrate, Amplex Red glucose oxidase fluorescence. Potency, µM (top dose mostly 76.4 µM), inactives show at the top dose activity change, negative = inhibition, hits mostly inhibitors;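 note: 0% = full enzyme reaction and -100% = no-enzyme basal signal; the screen sought inhibitors and activators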
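Recombinant enzyme (4 nM final) with compounds titrated up to 77 uM and bovine liver glycogen (30 ug) in citrate pH 5.0, 0.01% Tween-20, 37 C 40 min. Released glucose detected by Amplex Red/glucose oxidase (Ex 573/Em 610); AC50 from Hill fits.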
RGS12 GoLoco inh = inhibitors of human Gai1-RGS12 GoLoco interaction (red fluorophore); P63096; Gai1:RGS12 GoLoco peptide FP, rhodamine, 10 min; Potency, µM (top dose mostly 61.6 µM), inactives show at the highest dose activity, negative = inhibition, most hits filed as inhibitors; 0.44% of 230,000 active; active = well fitted inhibition curve with a large enough effect, not every such curve was filed as active; inactive = no such curve, though single readings can be large or run the other way; note: nearly all actives have a fitted effect of over 30% in size; many of its hits are not listed in these tables
RECQ1 helicase = blocks DNA unwinding by human RECQ1 | P46063 | RECQ1 DNA unwinding, red fluorescence kinetic read | Potency, µM (series often up to 57.3 µM), inactives show at the top dose activity, negative = inhibition, actives largely listed as inhibitors | 0.54% of 240,000 active | AID 2549;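 note: plate controls were vehicle for no effect and no enzyme for full effect; nearly all actives have a fitted effect of over 30% in size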
Target sequence (P46063 whole entry, looked up): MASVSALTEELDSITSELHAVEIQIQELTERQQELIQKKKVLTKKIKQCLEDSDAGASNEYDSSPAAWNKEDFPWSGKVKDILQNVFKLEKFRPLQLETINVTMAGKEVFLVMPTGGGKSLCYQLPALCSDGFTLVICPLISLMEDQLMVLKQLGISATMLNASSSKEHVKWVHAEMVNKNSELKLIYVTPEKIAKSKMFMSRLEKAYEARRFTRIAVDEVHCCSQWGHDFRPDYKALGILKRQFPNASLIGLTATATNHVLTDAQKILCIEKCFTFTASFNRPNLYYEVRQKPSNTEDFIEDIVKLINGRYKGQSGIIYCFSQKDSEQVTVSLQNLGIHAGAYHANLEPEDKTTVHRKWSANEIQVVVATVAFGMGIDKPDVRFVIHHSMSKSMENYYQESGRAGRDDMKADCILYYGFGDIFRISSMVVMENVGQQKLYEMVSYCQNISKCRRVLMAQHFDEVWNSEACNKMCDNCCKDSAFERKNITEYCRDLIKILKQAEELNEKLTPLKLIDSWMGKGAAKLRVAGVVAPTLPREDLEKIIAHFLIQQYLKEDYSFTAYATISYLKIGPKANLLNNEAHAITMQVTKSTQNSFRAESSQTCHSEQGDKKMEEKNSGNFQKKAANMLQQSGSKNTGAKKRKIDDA
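50 nM RECQ1T1 preincubated 15 min with compound in Tris pH 8.0 buffer with MgCl2, DTT, Tween-20 and 2.5 ug/ml poly(dI-dC); started with 200 nM TAMRA/BHQ-2 forked duplex and 2 mM ATP. Unwinding read as fluorescence (525/598 nm), two reads 2 h apart.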
TRb-SRC2 inh = TRbeta-SRC2 interaction inhibition; P10828; TRbeta-SRC2 peptide binding, fluorescence polarization; receptor liganded with 1 µM T3; Potency, µM (doses to about 106 µM), for the others: at the highest dose activity change, negative = inhibition, most hits filed as inhibitors; 0.065% of 280,000 active;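 note: plate controls were bound peptide for no effect and peptide without receptor for full effect; nearly all actives have a fitted effect of over 50% in size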
Target sequence (P10828 whole entry, looked up): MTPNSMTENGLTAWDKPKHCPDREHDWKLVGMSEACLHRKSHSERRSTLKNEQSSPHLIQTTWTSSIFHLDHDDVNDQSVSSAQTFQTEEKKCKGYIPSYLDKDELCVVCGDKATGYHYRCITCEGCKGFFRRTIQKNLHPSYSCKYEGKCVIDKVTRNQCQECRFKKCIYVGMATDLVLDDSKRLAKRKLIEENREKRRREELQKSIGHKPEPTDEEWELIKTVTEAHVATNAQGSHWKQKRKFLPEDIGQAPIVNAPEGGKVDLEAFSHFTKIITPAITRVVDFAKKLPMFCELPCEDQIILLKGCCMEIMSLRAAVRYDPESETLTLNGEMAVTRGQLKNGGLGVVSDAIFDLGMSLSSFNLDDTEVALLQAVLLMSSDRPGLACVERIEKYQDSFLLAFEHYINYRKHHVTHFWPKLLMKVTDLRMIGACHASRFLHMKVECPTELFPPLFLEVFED
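Decrease in fluorescence polarization of 20 nM Texas Red SRC2 coactivator peptide flagged inhibition of its binding to 0.6 uM TRb LBD; 1 uM T3 included, incubation 5 hr, ex 555/em 632 nm.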
* marks the source's active call; other numbers are inactive results; [ ] = remark or other dose. Unless noted, calls come from the whole dose curve; as a rule, active = well fitted curve in the direction sought with a large enough effect; inconclusive = small, poorly fitted or top-dose-only effect, or another doubt; inactive = no such curve, though single readings can be large; an effect the other way counts as inactive or inconclusive. Unless noted, % is set by controls: 0 for no effect and ±100 for the full control effect; potency is the fitted concentration of half-maximal effect.

CC(C)OCCCN1C=C2C(=O)C(C)(OC(=O)CCc3ccccc3)C(=O)C=C2C=C1c1ccc(C#N)cc1 (centres undefined) was read as aGlu spleen mod -9%[17.4 µM], TR SRC2 fluor cs -3%[11.2 µM], GAA glycogen 3%, RGS12 GoLoco inh 9%[14.2 µM], RECQ1 helicase inactive[11.5 µM] and TRb-SRC2 inh -4%[11.2 µM].
`CCOc1ccc2[nH]c(=O)c(CN(Cc3ccco3)C(=O)c3cccc(F)c3)cc2c1` gave aGlu spleen mod 3%, GAA inhib 5%, L3MBTL1 block -6%, TR SRC2 fluor cs -3%, GAA glycogen -7%, RGS12 GoLoco inh -45%, RECQ1 helicase 1% and TRb-SRC2 inh -6%.
O=C(Oc1ccccc1N1C(=O)C2CC=CCC2C1=O)c1ccc(Br)cc1 (centres undefined) was read as aGlu spleen mod -6%, GAA inhib 4%, L3MBTL1 block 3%, TR SRC2 fluor cs -1%, GAA glycogen 7%, RGS12 GoLoco inh 10%, RECQ1 helicase -11% and TRb-SRC2 inh 0%.
O=C(NCc1nc2ccccc2[nH]1)C1=C[C@H](C2CC2)C[C@H](OCCCCO)O1 was read as aGlu spleen mod -6%, L3MBTL1 block 20%, TR SRC2 fluor cs -2%, GAA glycogen 18%, RGS12 GoLoco inh 6%, RECQ1 helicase inconclusive and TRb-SRC2 inh -3%.
`COc1ccc2[nH]c3c(=O)n(Cc4ccc(C(=O)N5CCCC5)cc4)c(=S)[nH]c3c2c1` gave aGlu spleen mod -3%, GAA inhib 3%, TR SRC2 fluor cs 0%, GAA glycogen -2%, RGS12 GoLoco inh 8%, RECQ1 helicase -7% and TRb-SRC2 inh -3%.
O=c1[nH]c(N/N=C/c2ccccc2Br)nnc1-c1ccccc1 was read as aGlu spleen mod -1%, GAA inhib -7%, L3MBTL1 block 4%, TR SRC2 fluor cs -2%, GAA glycogen 8%, RGS12 GoLoco inh 10%, RECQ1 helicase -6% and TRb-SRC2 inh 3%.
For CS(=O)Cc1cc(Oc2ccccc2)nc(-c2ccncc2)n1 (centres undefined) the results were aGlu spleen mod 3%, GAA inhib -1%, L3MBTL1 block -23%, TR SRC2 fluor cs -2%, GAA glycogen 0%, RGS12 GoLoco inh 7%, RECQ1 helicase -1% and TRb-SRC2 inh -11%.
For Cc1nc(C(=O)NC2CCOCC2)sc1C1(C)CC(c2cccc([N+](=O)[O-])c2)=NO1 (centres undefined) the results were aGlu spleen mod 4%, TR SRC2 fluor cs -1%, GAA glycogen 5%, RGS12 GoLoco inh 1%, RECQ1 helicase inactive and TRb-SRC2 inh -3%.
Screening CCOC(=O)c1ccc(NC(=O)c2nc[nH]c2C(=O)N2CCN(c3ccccc3)CC2)cc1 returned aGlu spleen mod 4%, TR SRC2 fluor cs -4%, GAA glycogen 4%, RGS12 GoLoco inh -13%, RECQ1 helicase 5% and TRb-SRC2 inh -12%.
Screening CCOC(=O)OCC1OC(C#Cc2ccc(Br)cc2)C=CC1OC(=O)OCC (centres undefined) returned aGlu spleen mod 0%[17.4 µM], TR SRC2 fluor cs -1%[11.2 µM], RECQ1 helicase 1%[11.5 µM] and TRb-SRC2 inh 4%[11.2 µM].
CCCC[C@@H]1C[C@H]1C(NC(=O)c1cccs1)c1ccc(Cl)cc1 (some centres undefined) was read as aGlu spleen mod 2%, TR SRC2 fluor cs 3%, RGS12 GoLoco inh 6%, RECQ1 helicase -15% and TRb-SRC2 inh 2%.
`Cc1cc(C)c(C#N)c(SCc2ccccc2F)n1` gave aGlu spleen mod 7%, GAA inhib 4%, L3MBTL1 block 105%[activator], TR SRC2 fluor cs 0%, GAA glycogen -12%, RGS12 GoLoco inh 3%, RECQ1 helicase -10% and TRb-SRC2 inh 10%.
CCN(CC)CCOC(=O)C1(c2ccc([N+](=O)[O-])cc2)CCCC1 was read as aGlu spleen mod -4%, L3MBTL1 block 4%, TR SRC2 fluor cs -1%, RGS12 GoLoco inh 11%, RECQ1 helicase -5% and TRb-SRC2 inh -5%.
Cc1nnsc1NC(=O)OCc1ccccc1Cl was read as aGlu spleen mod -1%, GAA inhib -3%, L3MBTL1 block 3%, TR SRC2 fluor cs -6%, GAA glycogen -6%, RGS12 GoLoco inh 11%, RECQ1 helicase -2% and TRb-SRC2 inh -6%.
`Cc1ccc(N(Cc2cc3ccc(C)cc3[nH]c2=O)C(=O)c2cccs2)cc1` gave aGlu spleen mod 1%, TR SRC2 fluor cs 4%, GAA glycogen 2%, RGS12 GoLoco inh 9%, RECQ1 helicase inactive and TRb-SRC2 inh -3%.
`CCOC(=O)c1cc(C(C)=O)c(=O)[nH]c1C` gave GAA inhib inconclusive, L3MBTL1 block -27%, TR SRC2 fluor cs -1%, GAA glycogen 1%, RGS12 GoLoco inh 6%, RECQ1 helicase 9% and TRb-SRC2 inh -1%.
For CC(=O)Oc1ccc(-c2cccc(C(=O)OCC(=O)N(C)c3ccccc3)c2)cc1 the results were aGlu spleen mod 2%, GAA inhib -3%, L3MBTL1 block -4%, TR SRC2 fluor cs 1%, GAA glycogen 4%, RGS12 GoLoco inh 0%, RECQ1 helicase -8% and TRb-SRC2 inh 5%.
CC(C)C(=O)N1CCN(c2ccc(NC(=O)c3ccc(Br)o3)cc2)CC1 was read as aGlu spleen mod -2%, GAA inhib -5%, TR SRC2 fluor cs 1%, GAA glycogen -8%, RGS12 GoLoco inh 3%, RECQ1 helicase -3% and TRb-SRC2 inh 4%.
Screening CCOC(=O)c1c(N)nn(C(=O)C(C)C)c1-c1ccccc1 returned aGlu spleen mod -8%, GAA inhib -2%[15.4 µM], L3MBTL1 block 52%[activator], TR SRC2 fluor cs -4%, GAA glycogen -4%, RGS12 GoLoco inh -6%, RECQ1 helicase -2% and TRb-SRC2 inh -2%.
For Cc1ccc(-n2c(Cc3cccn3C)nnc2SCC(=O)Nc2ccc3c(c2)OCO3)cc1 the results were aGlu spleen mod 3%, GAA inhib -1%, L3MBTL1 block -15%, TR SRC2 fluor cs -1%, GAA glycogen -4%, RGS12 GoLoco inh 5%, RECQ1 helicase -23% and TRb-SRC2 inh -5%.
`Cc1ccc(-n2c(=S)[nH]c3[nH]ncc3c2=O)cc1` gave aGlu spleen mod -20%, GAA inhib -2%, TR SRC2 fluor cs -4%, GAA glycogen -6%, RGS12 GoLoco inh 4%, RECQ1 helicase -5% and TRb-SRC2 inh 10%.
Screening CC(=O)NN1C(=O)/C(=C\c2ccc(Cl)cc2)SC1=S returned aGlu spleen mod -15%, GAA inhib 3%, L3MBTL1 block 7%, TR SRC2 fluor cs -1%, GAA glycogen 19%, RGS12 GoLoco inh 12%, RECQ1 helicase 12% and TRb-SRC2 inh -7%.
For Cc1c(C(=O)NCCc2ccc(S(N)(=O)=O)cc2)cccc1[N+](=O)[O-] the results were aGlu spleen mod 9%, GAA inhib 3%, L3MBTL1 block -7%, TR SRC2 fluor cs 0%, GAA glycogen -1%, RGS12 GoLoco inh 3%, RECQ1 helicase inactive and TRb-SRC2 inh 2%.
Screening COc1ccccc1-c1nnc(SCc2ccccn2)n1C returned aGlu spleen mod 6%, GAA inhib -2%, L3MBTL1 block 4%, TR SRC2 fluor cs 1%, GAA glycogen 9%, RGS12 GoLoco inh -3%, RECQ1 helicase -13% and TRb-SRC2 inh -27%.
Screening CC(C)(C)c1ccc(Oc2ccc(NC(=O)C3CC=CCC3C(=O)O)cc2)cc1 (centres undefined) returned aGlu spleen mod 8%, GAA inhib 9%, L3MBTL1 block -3%, TR SRC2 fluor cs 1%, GAA glycogen -17%, RGS12 GoLoco inh 8%, RECQ1 helicase inactive and TRb-SRC2 inh -1%.
For Fc1ccc(C2CCCN2Cc2nc(-c3cnccn3)no2)cc1 (centres undefined) the results were aGlu spleen mod -4%, GAA inhib 6%, L3MBTL1 block 7%, TR SRC2 fluor cs 9%[53 µM], GAA glycogen 14%, RGS12 GoLoco inh 16%, RECQ1 helicase -17% and TRb-SRC2 inh 7%[53 µM].
`CCOC(=O)c1c(C)[nH]c2cc(Br)c(O)cc12` gave aGlu spleen mod 2%, GAA inhib 6%, L3MBTL1 block 1%, TR SRC2 fluor cs -9%, GAA glycogen 3%, RGS12 GoLoco inh 7%, RECQ1 helicase -7% and TRb-SRC2 inh -11%.
`NC(=O)NC(=O)COC(=O)c1cccc(NS(=O)(=O)/C=C/c2ccccc2)c1` gave aGlu spleen mod -10%, GAA inhib inconclusive, L3MBTL1 block -20%, TR SRC2 fluor cs -1%, GAA glycogen -9%, RGS12 GoLoco inh 10%, RECQ1 helicase inactive and TRb-SRC2 inh -2%.
For CNC(=O)CSc1nnc(COc2ccc(Cl)cc2)n1CCOC the results were aGlu spleen mod -10%, GAA inhib -3%, L3MBTL1 block 0%, TR SRC2 fluor cs 1%, GAA glycogen -2%, RGS12 GoLoco inh -8%, RECQ1 helicase 10% and TRb-SRC2 inh -6%.
CCC(C)NC(=O)c1ccc(NC(=O)C2CCCO2)cc1 (centres undefined) was read as aGlu spleen mod -1%, GAA inhib -2%, L3MBTL1 block 6%, TR SRC2 fluor cs 2%, GAA glycogen 4%, RGS12 GoLoco inh 4%, RECQ1 helicase -7% and TRb-SRC2 inh 3%.
Cc1nc(C)c(Oc2ccc(Cl)cc2Cl)c(=O)[nH]1 was read as aGlu spleen mod 0%, GAA inhib -17%, L3MBTL1 block -1%, TR SRC2 fluor cs -2%, GAA glycogen -8%, RGS12 GoLoco inh -3%, RECQ1 helicase inactive and TRb-SRC2 inh -4%.
For CCn1c(O)c(/C=N/N=C/c2ccc(OC)cc2)c2cc(C3=NNC(=O)CC3)ccc21 the results were aGlu spleen mod -1%, TR SRC2 fluor cs 0%, GAA glycogen -5%, RGS12 GoLoco inh 14%, RECQ1 helicase -12% and TRb-SRC2 inh 2%.

Only part of the results is shown; rates above refer to the full screens.
